BCR signal inh = inhibitors of chronic active B-cell receptor signaling; ABC-DLBCL IkBa-CBG/CBR reporter, luminescence ratio, 4 h; Potency, µM (doses to about 46.1 µM), inactives show at the highest dose ratio change, negative = lower green/red ratio, actives largely listed as inhibitors; 0.05% of 340,000 active; active means well fitted inhibition curve with a large enough effect in the signal ratio, with a control signal flat, not every such curve was filed as active; inconclusive means small, poorly fitted or top-dose-only effect, or effect the other way, or a change in a side signal; the % refers to the signal ratio;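 further: potency means the concentration at half of the fitted maximal effect; plate controls were basal doxycycline-induced cells for no effect and cells given 10 µM MG132 for full effect; MG132 reads +100%, hits lower the ratio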
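Cell line TMD8 (human ABC DLBCL), stably expressing tet-inducible CBG68-IkBa fusion and CBR; IMDM/0.5% FBS; cpd up to 46 uM; dox induction, 4 h, 37C/5% CO2; dual luminescence; green/red ratio; MG132 control.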
FBPA coupling cs = coupling enzyme interference in Giardia aldolase counter-screen. AID 2472. 0.67% of 290,000 active. activity change, negative = inhibition, % at 58.2 µM, hits read low. coupling enzyme system counterscreen, AmpLite Red fluorescence; in the data active means activity change below about -30%; further: on the % scale 0 is the no-effect control and ±100 the full control effect
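Activity here indicates interference with the coupling reaction, not aldolase inhibition. Compounds at 57.5 uM final met coupling enzymes for 10 min at RT; substrate and AmpLite Red detection followed, with a 525/598 nm fluorescence read after 20 min.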
CXXC DNA block = blocks binding of human MLL CXXC domain to DNA; 0.037% of 290,000 active; Q03164; MLL-CXXC / FITC-HOXA9 DNA fluorescence polarization; Potency, µM (series often up to 115 µM), without a hit: at the highest dose activity change, negative = inhibition, actives largely listed as inhibitors; active means well fitted inhibition curve with a large enough effect in the polarisation, with a control signal flat, not every such curve was filed as active; inconclusive means small, poorly fitted or top-dose-only effect, or effect the other way, or a change in a side signal; inactive means no such curve, though single readings can be large or run the other way; the % refers to the polarisation; further: potency means the concentration at half of the fitted maximal effect
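Purified MLL-CXXC (added from a 7 uM solution) was preincubated 5 min at ambient with pinned compounds in 50 mM Tris-HCl pH 7.5, 50 mM NaCl, 1 mM DTT, 0.05% BSA. Fluorescein-labeled HOX-A9 DNA (50 nM solution) followed, 30 min, then polarization read.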
GALK inhibitor = galactokinase (human) inhibition | Purified GALK, Kinase-Glo residual ATP luminescence | 0.007% of 270,000 active | P51570 | Potency, µM (highest dose often 57.5 µM), for the others: at the highest dose activity change, negative = inhibition, usual class: inhibitors; further: potency means the concentration at half of the fitted maximal effect; on the % scale 0 is the no-effect control and ±100 the full control effect
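Quantitative HTS: GALK 5 nM, ATP 35 uM, galactose 100 uM, 1 h room temperature, then luciferase-based ATP detection.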
TSHR antagonist = human thyrotropin receptor antagonism; P16473; TSHR-expressing cells, TSH-stimulated cAMP HTRF, 2 h; stronger effect = lower value; activity change, negative = inhibition, % at 11.5 µM; 0.2% of 330,000 active; AID 504810;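 active means activity change below a set negative limit, meaning inhibition stronger than a set level, cut at about -70% in these data; inconclusive means activity change between two set negative limits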; further: on the % scale 0 is the no-effect control and ±100 the full control effect
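Read-out is FRET at 665 nm (cryptate excitation 337 nm) from a cryptate-tagged anti-cAMP antibody, competed by cell cAMP against cAMP-d2. Compounds are tested on freshly harvested TSHR cells challenged with 4nM TSH (EC80) for 2 hours at 37 deg C.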
Giardia kill = Giardia lamblia killing; Giardia lamblia trophozoite viability; 0.15% of 340,000 active; activity change, % at 7.66 µM, hits read low; AID 540267; in the data active means activity change below about -80%; inconclusive means between about -30% and that limit;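 further: parasites exposed to compound for two days anaerobically before the ATP read; on the % scale 0 is the no-effect control and ±100 the full control effect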
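Giardia trophozoites, 100 cells per well, were exposed to compounds for 48 hrs at 37 deg C under anaerobic conditions; viability was then read as ATP content by bioluminescence after 15-30 min at room temperature.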
TCR activator = T cell receptor activation; primary human leukocytes, anti-CD3, IL-2 HTRF, 48 h; Potency, µM (doses to about 9.22 µM), without a hit: at the highest dose activation of IL-2 secretion, hits mostly activators; 330,000 tested, under 10 active; AID 504894; further: % of control where 0% means no effect
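Human primary leukocytes + a-CD3 beads + cpd, 48 hr; IL-2 in supernatant by HTRF (ex 320nm / em 665nm). No co-stimulatory signal supplied.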
Tb PFK inh = T. brucei PFK enzyme inhibition; Potency, µM (titrated, usually from 57.5 µM), inactives show at the top dose activity, negative = inhibition, hits mostly inhibitors; T. brucei PFK, ADP-Glo luminescence; 0.17% of 330,000 active; AID 485367; O15648;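 further: potency means the concentration at half of the fitted maximal effect; 0% = uninhibited 1x PFK enzyme wells and -100% = no-enzyme wells; nearly all actives have a fitted effect of over 60% in size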
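In TEA buffer at pH 8.0 with 5 mM MgCl2, enzyme (1.25 nM) converted F6P (0.5 mM) and ATP (0.1 mM) for 45 min at room temperature. ADP product was read by luciferase luminescence.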
hERG WT inh = KCNH2 (human, wildtype) channel inhibition | activity change, % at 1.84 µM | U2OS, BacMam KCNH2, thallium flux FluxOr; stronger effect = lower value | 0.37% of 340,000 active | Q12809 | AID 720551;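 active means maximum activity change below -70%; inconclusive means maximum activity change between -70% and -50%; inactive means maximum activity change above -50%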; further: on the % scale 0 is the no-effect control and ±100 the full control effect
Target sequence (Q12809 whole entry, looked up): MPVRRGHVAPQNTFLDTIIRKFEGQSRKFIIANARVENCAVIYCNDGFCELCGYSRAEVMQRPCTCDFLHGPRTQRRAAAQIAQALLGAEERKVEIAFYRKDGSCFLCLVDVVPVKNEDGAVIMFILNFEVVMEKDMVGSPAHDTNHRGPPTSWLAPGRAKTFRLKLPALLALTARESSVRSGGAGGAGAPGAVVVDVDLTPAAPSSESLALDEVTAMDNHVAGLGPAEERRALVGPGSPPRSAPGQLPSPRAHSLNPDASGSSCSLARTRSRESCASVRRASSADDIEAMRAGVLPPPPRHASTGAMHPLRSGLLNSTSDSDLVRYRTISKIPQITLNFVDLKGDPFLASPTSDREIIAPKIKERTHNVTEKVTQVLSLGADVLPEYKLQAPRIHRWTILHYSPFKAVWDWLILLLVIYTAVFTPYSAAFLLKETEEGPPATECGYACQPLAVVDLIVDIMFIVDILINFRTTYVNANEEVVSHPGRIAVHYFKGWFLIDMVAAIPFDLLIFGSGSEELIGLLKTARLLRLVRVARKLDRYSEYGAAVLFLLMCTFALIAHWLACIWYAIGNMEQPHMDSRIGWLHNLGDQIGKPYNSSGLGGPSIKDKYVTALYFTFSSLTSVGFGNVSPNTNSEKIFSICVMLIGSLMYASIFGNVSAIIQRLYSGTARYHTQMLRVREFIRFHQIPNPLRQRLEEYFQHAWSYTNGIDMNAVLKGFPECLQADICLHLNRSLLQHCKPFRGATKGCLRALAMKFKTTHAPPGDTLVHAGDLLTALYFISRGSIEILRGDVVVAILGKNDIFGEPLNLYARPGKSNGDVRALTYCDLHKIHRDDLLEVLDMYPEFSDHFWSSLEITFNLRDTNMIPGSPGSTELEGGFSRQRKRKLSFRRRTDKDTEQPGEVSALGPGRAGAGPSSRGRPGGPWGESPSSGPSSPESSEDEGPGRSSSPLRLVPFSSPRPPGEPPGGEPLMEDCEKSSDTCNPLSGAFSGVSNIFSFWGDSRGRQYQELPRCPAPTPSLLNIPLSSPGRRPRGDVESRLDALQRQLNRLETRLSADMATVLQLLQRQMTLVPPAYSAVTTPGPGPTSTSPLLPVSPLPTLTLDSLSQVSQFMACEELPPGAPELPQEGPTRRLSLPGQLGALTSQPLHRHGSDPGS
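U2OS cells transduced with wild-type KCNH2 virus are loaded with FluxOr dye for 45 min, and thallium flux is measured in kinetic reads before and after stimulation buffer. Rate constants are normalized to DMSO controls.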
A-T KAP1 phos = potential ataxia-telangiectasia treatments restoring KAP-1 phosphorylation | Potency, µM (titrated, usually from 57.5 µM), inactives show top-dose activation, most hits filed as activators | AID 485349 | 0.19% of 320,000 active | […] A-T fibroblasts, KAP-1 phosphorylation AlphaLISA; neocarzinostatin DNA damage 30 min before lysis; further: potency means the concentration at half of the fitted maximal effect; % of control where 0% means no effect; nearly all actives have a fitted effect of over 45% in size
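ATM-like activity read as KAP-1 phosphorylation via AlphaLISA donor/acceptor antibody pairs after lysis and 6 hr at 25C. Cells were ATM-null patient fibroblasts ([…], hTERT), dosed 60 min, then exposed to the DSB inducer NCS for 30 min.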
Starred values were filed as active, the others as inactive; ? = inconclusive; / = not tested or not shown; [ ] = dose if it differs, or a comment. Unless noted, the call rests on the fitted dose curve; in most records, active means well fitted curve in the direction sought with a large enough effect; inconclusive means small, poorly fitted or top-dose-only effect, or another doubt; inactive means no such curve, though single readings can be large; an effect the other way counts as inactive or inconclusive.

SMILES	BCR signal inh	FBPA coupling cs	CXXC DNA block	GALK inhibitor	TSHR antagonist	Giardia kill	TCR activator	Tb PFK inh	hERG WT inh	A-T KAP1 phos
O=C(CN1C(=O)C2CCCCC2C1=O)Nc1nc(-c2ccccn2)cs1 (stereo not drawn)	?	0	?	-2%	-3	-13	3%	-7%	0	-2%
O=C(c1cc(-c2ccccc2)nc2ccccc12)N1CCN(c2ccccn2)CC1	-11%	3	12%	2%	3	-21	-2%	0%	-2	-4%
O=C(Nc1ccc(N2CCOCC2)cc1)C1(S(=O)(=O)c2ccccc2)CC1	0%	2	-9%	0%	-10	2	3%	0%	-34	-4%
Cc1c(F)cccc1NC(=O)CCC(=O)O	2%	3	4%	0%	3	21	-3%	-2%	-11	1%
O=C(CSc1n[nH]c(-c2ccncc2)n1)Nc1ccc(Br)cc1	0%	3	10%	-10%	23	-13	-6%	0%	-14	20µM*
COc1ccc(Cc2noc(CN(C)CCN3CCc4ccccc4C3)n2)cc1OC	-24%	-1	5%	-1%	27	-1	0%	0%	0	8%
Cc1nc2ccccc2cc1C(=O)N(C)Cc1ccccc1	-13%	1	-5%	-1%	9	-23	1%	3%	-2	3%
COc1ccccc1N1CCN(C(=O)c2oc3cc(C)c(C)cc3c2C)CC1	?	-1	1%	-3%	-6	-3	1%	0%	-3	-11%
CC1CN(S(=O)(=O)c2cccc(C(F)(F)F)c2)C(C)N1C(=O)N1CCOCC1 (stereo not drawn)	11%	2	-17%	-2%	10	16	-4%	0%	-9	5%
O=C(NCC1CCCO1)C(=O)N/N=C/c1cccc(Cl)c1 (stereo not drawn)	-3%	/	7%	5%	23	-4	/	1%	-10	-3%
COc1ccc(NC(=O)Cn2cc(C(C)=O)c3ccccc32)cc1	-3%	5	4%	-2%	-7	5	-1%	0%	-3	-2%
O=C(Nc1ccccc1)c1cnc[nH]1	?	2	-2%	1%	1	-1	0%	-1%	0	2%
CCc1ccc(CNCc2ccc(OCC(O)CN(C)Cc3ccccc3)cc2)nc1 (stereo not drawn)	-30%	1	7%	0%	-8	-10	-3%	-6%	8	1%
CC(C)(C)C1CCC(=NNC(=O)C(=O)NCc2ccco2)CC1 (stereo not drawn)	2%	3	-3%	-4%	22	-13	-1%	0%	-41	-5%
C=CCn1cc(C(=O)N2CCN(c3ccccc3)CC2)c(=O)c2cc(S(=O)(=O)N3CCCC3)ccc21	15%	/	3%	2%	-9	-12	1%	8%	0	5%
COc1ccc(-n2c(CN3CCN(Cc4ccccc4)CC3)nc3ccc([N+](=O)[O-])cc3c2=O)c(OC)c1	-9%	0	4%	0%	7	8	2%	-3%	-1	-2%
O=C(CCSc1ccccc1)NCCSCc1ccco1	?	-3	?	0%	35	-3	2%[46.1 µM]	-20%	-7	4%
COc1cccc(/C=N/n2c(-c3ccco3)nc3ccccc3c2=O)c1OC	1%	-2	3%	2%	20	5	6%[46.1 µM]	-1%	-5	10%
COC(=O)c1ccc2c(=O)[nH]c(CCl)nc2c1	-3%	-1	-5%	5%	2	-16	-6%	3%	9	-3%
O=C(Nc1cccc(Cl)c1)C1CCCN(c2cnccn2)C1 (stereo not drawn)	3%	-6	2%	2%	20	-28	5%	1%	3	-7%
Cc1ccc(C(=O)c2nc3c(n2O)CCCC3)cc1	?	4	-4%	2%	27	0	3%	6%	1	/
O=C(NCCCc1ccccc1)c1cccc([N+](=O)[O-])c1	?	0	3%	/	15	9	/	-14%	-1	-6%
O=C(O)Cn1nc(-c2ccc(Cl)cc2)ccc1=O	9%	1	5%	-1%	-2	0	-7%	3%	-2	2%
O=C(NNC(=O)c1csc(-c2cccnc2)n1)Nc1ccc(Cl)cc1	23%	1	0%	4%	1	-29	0%	-4%	8	-1%
CCOc1ccc(C2N(c3ccc(F)cc3)C(=O)C3CCCN32)cc1 (stereo not drawn)	0%	-3	-4%	1%	10	2	-2%	-4%	0	18%
CC(C)NC(=O)/C(=C\c1cccc([N+](=O)[O-])c1)NC(=O)c1ccccc1	0%	3	-7%	2%	1	17	/	-3%	30	-13%
COc1cccc(CNC(=O)C2CCN(S(=O)(=O)c3ccc4c(c3)NC(=O)CO4)CC2)c1	-10%	2	0%	4%	-8	-7	-3%	-6%	9	9%
COc1cc(SC)ccc1C(=O)N1CCN(c2ccc(O)cc2)CC1	0%	-5	4%	8%	7	1	2%	-23%	-6	4%
CCN(CC)S(=O)(=O)c1ccc(-n2c(=O)c(C(C)C)c(C)n2C)cc1	6%	1	3%	-1%	6	4	3%	9%	0	3%
CC1(C)c2ccccc2-n2c1cc1oc(=O)cc(O)c1c2=O	?	-6	1%	/	20	?	-9%	0%	-5	6%

Whole records, looked up by structure. Screens in order: BCR signal inh	FBPA coupling cs	CXXC DNA block	GALK inhibitor	TSHR antagonist	Giardia kill	TCR activator	Tb PFK inh	hERG WT inh	A-T KAP1 phos
Entry for CCN(CC)S(=O)(=O)c1ccc(-n2c(=O)c(C(C)C)c(C)n2C)cc1 = 6%	1	3%	-1%	6	4	3%	9%	0	3%
Entry for CC1(C)c2ccccc2-n2c1cc1oc(=O)cc(O)c1c2=O = ?	-6	1%	/	20	?	-9%	0%	-5	6%

(next part)
SMILES	BCR signal inh	FBPA coupling cs	CXXC DNA block	GALK inhibitor	TSHR antagonist	Giardia kill	TCR activator	Tb PFK inh	hERG WT inh	A-T KAP1 phos
Cc1ccc(S(=O)(=O)N(C)C)cc1NC(=O)COC(=O)/C=C/c1ccc2ccccc2n1	?	/	/	/	18	5	0%	-15%	2	/
CCOc1ccc2oc(C(=O)NCC3CCCO3)c(C)c2c1 (stereo not drawn)	?	/	-5%	-2%	-8	21	-7%	-1%	11	8%
CCCN(CC(=O)Nc1ccccc1OC)C(=O)Cc1ccc2c(c1)CCC2	-2%	/	/	/	-14	-2	0%	?	-1	-5%
CCOC(=O)N1CCN(C(=O)CN2C(=O)COc3ccc(S(=O)(=O)N4CCOCC4)cc32)CC1	5%	/	11%	5%	14	-12	-6%	1%	-12	-2%
O=c1c(Cc2ccccc2)c(O)nc2n1CCS2	-1%	-1	2%	/	9	5	-1%	1%	5	-1%
CC(C)=CCCC(C)CN(C)CCc1ccccn1 (stereo not drawn)	-3%	2	-3%	2%	-2	-4	5%	4%	50	-1%
CC(C)(C)c1ccc(C(=O)N/C(=C\c2ccco2)C(=O)Nc2ccccc2C(=O)O)cc1	16%	0	-6%	-10%	-38	8	-3%	-18%	0	8%
O=C(NCc1ccccc1)c1ccc(Cl)cc1	2%	-4	8%	-2%	7	-8	-4%	1%	-12	22%
O=C(COC(=O)c1ccccc1Br)NCC1CCCO1 (stereo not drawn)	-4%	/	/	/	/	-1	-2%	0%	4	18%

By substructure: those above with an aryl methoxy group
SMILES	BCR signal inh	FBPA coupling cs	CXXC DNA block	GALK inhibitor	TSHR antagonist	Giardia kill	TCR activator	Tb PFK inh	hERG WT inh	A-T KAP1 phos
COc1ccc(Cc2noc(CN(C)CCN3CCc4ccccc4C3)n2)cc1OC	-24%	-1	5%	-1%	27	-1	0%	0%	0	8%
COc1ccccc1N1CCN(C(=O)c2oc3cc(C)c(C)cc3c2C)CC1	?	-1	1%	-3%	-6	-3	1%	0%	-3	-11%
COc1ccc(NC(=O)Cn2cc(C(C)=O)c3ccccc32)cc1	-3%	5	4%	-2%	-7	5	-1%	0%	-3	-2%
COc1ccc(-n2c(CN3CCN(Cc4ccccc4)CC3)nc3ccc([N+](=O)[O-])cc3c2=O)c(OC)c1	-9%	0	4%	0%	7	8	2%	-3%	-1	-2%
COc1cccc(/C=N/n2c(-c3ccco3)nc3ccccc3c2=O)c1OC	1%	-2	3%	2%	20	5	6%[46.1 µM]	-1%	-5	10%
COc1cccc(CNC(=O)C2CCN(S(=O)(=O)c3ccc4c(c3)NC(=O)CO4)CC2)c1	-10%	2	0%	4%	-8	-7	-3%	-6%	9	9%
COc1cc(SC)ccc1C(=O)N1CCN(c2ccc(O)cc2)CC1	0%	-5	4%	8%	7	1	2%	-23%	-6	4%
CCCN(CC(=O)Nc1ccccc1OC)C(=O)Cc1ccc2c(c1)CCC2	-2%	/	/	/	-14	-2	0%	?	-1	-5%

Screening results as filed in PubChem BioAssay.
